From PubChem BioAssay
RSV antiviral HEp-2: RSV antiviral activity via CPE protection, HEp-2 cells, primary 10 µM value included (AID 2391); HEp-2 cells, RSV-induced CPE inhibition; higher % means a stronger effect; one-dose CPE inhibition, % at 10 µM; IC50 in µM for titrated hits; actives 0.13% (n = 310,000); in the data active = a potency from the dose series; inconclusive = CPE inhibition mostly from about 23% at the one dose, without a potency; inactive = the rest, 99 in 100 with CPE inhibition below about 21%; also: strong numbers were not always called active
NTR1 agonist: agonists of NTR1, primary screen, imaging, U2OS cells, beta-arrestin-GFP, high content (AID 493036) | Neurotensin receptor type 1 (Homo sapiens), P30989 | NTR1-U2OS beta-arrestin-GFP spot imaging, agonist mode | activation, % at 20 µM | actives 0.17% (n = 330,000);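 active = activation at or above 40% of the spot to cytoplasm intensity ratio, with at least 20 cells analyzed; inconclusive = wells under 20 cells, flagged as cytotoxic or low count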;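 also: 0% = DMSO without peptide and 100% = 100 nM NTR1 peptide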
Target sequence (P30989 whole entry, looked up): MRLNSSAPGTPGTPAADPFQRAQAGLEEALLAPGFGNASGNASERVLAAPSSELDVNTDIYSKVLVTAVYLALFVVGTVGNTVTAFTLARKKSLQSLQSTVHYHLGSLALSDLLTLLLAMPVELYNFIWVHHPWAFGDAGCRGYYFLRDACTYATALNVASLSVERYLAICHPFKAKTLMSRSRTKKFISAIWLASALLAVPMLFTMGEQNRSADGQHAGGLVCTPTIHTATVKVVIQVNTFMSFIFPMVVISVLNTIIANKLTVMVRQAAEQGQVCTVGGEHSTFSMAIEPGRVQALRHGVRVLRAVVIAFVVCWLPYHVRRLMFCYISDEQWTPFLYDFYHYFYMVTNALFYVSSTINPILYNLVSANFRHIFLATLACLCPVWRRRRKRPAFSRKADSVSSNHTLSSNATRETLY
West Nile antiviral: West Nile virus antiviral activity, cell-based, CPE readout (AID 1621) | CPE inhibition, % at 10 µM; hits with a dose series show IC50 in µM | actives 0.02% (n = 290,000) | West Nile virus-infected cells, CPE inhibition; higher % means a stronger effect; in the data active = a potency from the dose series; inconclusive = CPE inhibition mostly from about 3.7% at the one dose, without a potency; inactive = the rest, 99 in 100 with CPE inhibition below about 2.2%; also: strong numbers were not always called active
Salmonella PhoP GFP: inhibitors of PhoP regulon expression, primary screen, Salmonella Typhimurium, GFP reporter (AID 1863); S. Typhimurium PhoP-regulated promoter GFP reporter, 4 h; higher % means a stronger effect; one-dose inhibition, % at 50 µM; IC50 in µM for titrated hits; actives 0.16% (n = 300,000);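 active = inhibition over 29.93%, a cutoff 3 SD above the screen mean, later confirmed by dose response; inconclusive = inhibition over 29.93% but no dose response follow-up; inactive = inhibition at most 29.93% or unconfirmed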;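 also: 0% = low Mg2+ inducing control and 100% = high Mg2+ repressing control; strong numbers were not always called active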
T cell modulator: modulators of CD8 T cell-vesicle binding, primary screen, mouse 2C CD8+ T cells, flow cytometry; AID 2052, 2009; actives 0.068% (n = 330,000); 2C CD8+ T cell-vesicle binding; hits give low values; calls only at 7 µM;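 active = response, share of CD8 T cells binding vesicles, and their 90th percentile fluorescence all below set limits, cut at about 80% in these data, passing the limit was not always enough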
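Read-out – percent CD8+ FL2 mean versus row control · System – murine 2C transgenic CD8+ T lymphocytes · Times – 1.5 h cell–vesicle binding at 37 °C, then 20 min icy labelling · Control set – naked vesicles low, QL9 vesicles with vehicle high · Detection – cytometric PE anti-B7-1 and Alexa647 anti-CD8 signals after 1% paraformaldehyde fixation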
SV40 large T antigen: SV40 large T antigen inhibitors, biochemical (AID 1903) | actives 0.39% (n = 310,000) | inhibition, % at 20 µM; hits with a dose series show IC50 in µM | SV40 large T antigen ATPase/helicase inhibition assay; higher % means a stronger effect; in the data active = a potency from the dose series; inconclusive = inhibition mostly from about 32% at the one dose, without a potency; inactive = the rest, 99 in 100 with inhibition below about 32%; also: strong numbers were not always called active
UTI89 phage lysis: inhibition of K1F phage lysis, E. coli UTI89, bacterial capsule biogenesis inhibitors, alamar blue (AID 488966) | E. coli UTI89 K1F phage lysis, alamar blue, 2 h; higher % means a stronger effect | inhibition, % at 100 µM, or IC50 in µM where a hit was titrated | actives 0.02% (n = 340,000);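 active = phage lysis inhibition, versus mean bacterial control, above a set limit; inconclusive = no clear call, values can overlap the other calls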;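 also: capsule biogenesis inhibitors block K1F phage lysis so surviving cells raise fluorescence; higher fluorescence means more inhibition of phage lysis; actives were called in the ten point dose series up to 300 µM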
Dengue-2 NS5 capping: Dengue-2 NS5 methyltransferase inhibitors, primary screen, biochemical, confirmation dose response (AID 588689); inhibition, % at 25 µM, or IC50 in µM where a hit was titrated; actives 0.3% (n = 340,000); Dengue-2 NS5 methyltransferase capping enzyme assay, biochemical; higher % means a stronger effect; Genome polyprotein (Dengue virus type 2 (strain 16681-PDK53)); in the data active = a potency from the dose series; inconclusive = inhibition above about 29% without an active follow-up result
MgcRacGAP inhibition: MgcRacGAP GTPase-activating activity inhibitors, confirmation, biochemical, ADP Hunter fluorescence; MgcRacGAP-stimulated Rac1 GTP hydrolysis, ADP Hunter fluorescence; higher % means a stronger effect; GST-tagged Rac1 F28L mutant substrate; inhibition, % at 30 µM; hits with a dose series show IC50 in µM; actives 0.6% (n = 340,000); AID 624330, 2012;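 active = first-screen hits whose inhibition reached a set limit at any dose in the follow-up dose series; inconclusive = inhibition above the set first-screen limit but never retested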;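 also: fluorescence reports GDP produced by GAP-driven GTP hydrolysis; strong numbers were not always called active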
T cell modulator vesicle-bound %: further read-out of T cell modulator, marked with its call; double positive events, %; measured here: CD8+ vesicle-bound cell fraction;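 binding gate set so that unloaded-vesicle control wells show 10% double positive cells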
NTR1 agonist cell count 20 µM: recorded beside NTR1 agonist, whose call it bears; cell count; measured here: cell count, cytotoxicity flag
Dengue-2 NS5 capping pilot replicate: also measured in Dengue-2 NS5 capping; calls as there; inhibition, %; measured here: pilot screen replicate inhibition
* = called active by the depositor; i = inactive; ? = inconclusive; . = not tested or not shown; [ ] = remark or other dose.

SMILES | RSV antiviral HEp-2 | NTR1 agonist | NTR1 agonist cell count 20 µM | West Nile antiviral | Salmonella PhoP GFP | T cell modulator | T cell modulator vesicle-bound % | SV40 large T antigen | UTI89 phage lysis | Dengue-2 NS5 capping | MgcRacGAP inhibition | others
COC(=O)c1c(N2C(=O)[C@H]3[C@@H](C2=O)[C@]2(C(=O)Nc4ccccc42)N2CCC[C@@H]32)sc(C)c1C | 1.3% | -0.9 | 26 | -0.7% | 7% | i | 19 | 3% | . | . | .
COc1ccccc1-c1nnc(NC(=O)c2ccc3ncsc3c2)o1 | -0.8% | 1.4 | 53 | -0.1% | 6% | i | 55 | 27% | i | -1% | 6%
O=[N+]([O-])c1ccc(CNc2ccc(F)cc2)s1 | 0.9% | 0.2 | 55 | -0.6% | 14% | i | 39 | 10% | 0.2% | -6% | 10%
CCN(CC(=O)NCc1cccs1)C(=O)/C=C/c1ccc(C)cc1 | 1.0% | 4.7 | 51 | . | . | i | 40 | . | 0.1%[50 µM] | 1% | 1%
COc1ccccc1NC(=O)COc1cc(Br)c(CNCCCN2CCOCC2)cc1OC | -3.1% | -1.5 | 49 | 1.6% | -3% | i | 39 | 3% | 0.0% | -13% | 20%
CC[N+](CC)(CC)CCOc1ccc(/C=C/c2ccccc2)cc1 | 1.8% | -0.6 | 63 | . | -9% | i | 16 | 15% | 2.8% | 0% | 10%
O=C(Nc1ccccc1)C(O)C(O)C(=O)Nc1ccccc1 (stereo not given) | . | -0.2 | 99 | -0.3% | -4% | i | 47 | 4% | 0.8% | -14% | 2%
CCCOc1ccccc1NC(=O)c1c(-c2ccccc2)noc1C | 1.8% | 0.3 | 53 | 0.1% | 19% | i | 27 | -7% | ? | -3% | 6%
Cc1c(C(=O)Nc2ccc(F)cc2)nnn1-c1cccc(C(F)(F)F)c1 | 22% | 3.4 | 62 | -0.6% | -7% | i | 57 | 10% | -0.1% | 3% | 12%
O=C(Nc1cc(C(F)(F)F)ccc1Cl)C(Sc1ccccn1)c1ccccc1 (stereo not given) | 5.8% | 2.3 | 53 | -0.9% | 8% | i | 47 | 3% | -0.1% | 2% | 4%
CCCCCc1ccc(-c2ccc(OC)cc2)nc1 | 6.5% | 5.9 | 30 | 2.3% | -1% | i | 60 | -1% | -1.0% | -4% | 0%
Cc1cc(/C=C/C(=O)O)c(C)n1-c1ccc(Cl)cc1 | 0.2% | -0.8 | 44 | -0.5% | -9% | i | 12 | 34% | -0.5% | 11% | 14%
CN(C)c1ccc(S(=O)(=O)N(C)C)cc1NC(=O)Cc1cccc2ccccc12 | 17% | 0.0 | 41 | -0.7% | 12% | i | 46 | -3% | 0.2% | -6% | 2%
Oc1ccc2ccccc2c1C=Nc1ccccc1Br | 5.8% | 0.9 | 57 | -0.5% | -3% | i | 33 | 5% | 0.0% | -11% | 12% | Dengue-2 NS5 capping pilot replicate=-1.5
Cc1cc(N/N=C/c2ccc(O)cc2)c2cccc(C)c2n1 | 4.2% | 17 | 55 | -1.5% | -15% | i | 34 | ? | 0.3% | 4% | ?
CC1CCN(C(=O)c2ccc(S(=O)(=O)N3CCOCC3)cc2)CC1 | 1.3% | -1.6 | 40 | -0.5% | -3% | i | 50 | 5% | 0.0% | 2% | 1%
CC(=O)C(=Nc1cccc(Cl)c1)NNc1ccccc1C | 1.5% | 2.8 | 40 | . | . | i | 24 | 13% | 0.0% | 0% | 18%
COCCNC(=O)CN(c1cc(Cl)ccc1OC)S(=O)(=O)c1ccc(C)c([N+](=O)[O-])c1 | 0.4% | 0.2 | 45 | -1.3% | -9% | i | 27 | 4% | 0.4% | -6% | 5%
Cc1cc(NC(=O)C(C)C)ncc1NC(=O)Cc1ccccc1 | 0.1% | -4.9 | 82 | 0.3% | -4% | i | 24 | 11% | 3.0% | 3% | 12%
COc1cccc(NC(=O)CN(C)C(=O)c2cc(S(=O)(=O)NCc3ccccc3)ccc2C)c1 | 0.4% | -0.1 | 78 | -0.4% | -5% | i | 38 | -5% | -0.1% | -4% | 6%
COC(=O)c1c(NC(=O)CN2CCN(Cc3ccc4c(c3)OCO4)CC2)sc(C)c1C | 2.9% | 13 | 81 | -0.3% | 0% | i | 35 | 12% | -0.6% | 1% | 5% | Dengue-2 NS5 capping pilot replicate=2.7
CCOC(=O)c1c(NC(=O)COc2ncnc3ccccc23)sc(C(C)=O)c1C | 20% | 0.4 | 51 | -0.8% | -4% | i | 27 | 16% | 5.5% | -9% | 3%
COC(=O)CN1CCN(C(=O)c2ccc(F)cc2)c2ccccc2C1 | 2.0% | 0.1 | 54 | -0.1% | -6% | i | 46 | 3% | 0.6% | 1% | 6%
CS(=O)(=O)NCc1ccc(C(=O)NCc2ccccc2)cc1 | 2.5% | -1.7 | 34 | -0.1% | -7% | i | 20 | 3% | 1.9%[50 µM] | -2% | -1%
O=C(COc1ccc(Cl)cc1)NNC(=O)c1ccc(=O)[nH]c1 | . | 1.2 | 45 | . | . | i | 58 | . | -1.3% | -2% | 3%
O=C(NC(=O)N1CCCCC1)c1ccc(Cl)cc1 | 1.9% | -0.3 | 60 | 0.2% | -1% | i | 66 | 1% | 0.1% | -2% | 8%
Cn1ccnc1C(O)c1ccco1 (stereo not given) | 2.7% | 1.2 | 51 | -0.3% | -17% | i | 33 | 2% | 0.3% | 1% | 1%
COc1ccc(C2c3[nH]c4ccccc4c3C[C@H]3C(=O)N(CCCO)CC(=O)N23)c(OC)c1 (stereo not given in full) | 3.0% | -1.8 | 77 | -0.9% | -3% | i | 20 | 11% | 0.4%[50 µM] | -3% | 7%
CCOC(=O)CC(=O)CSc1ncc(C(=O)OCC)c(N)n1 | 3.1% | -0.5 | 57 | -0.2% | -3% | i | 38 | 8% | 0.7% | 2% | -10%
CC(OC(=O)Cc1ccc(Cl)cc1)C(=O)NC1CCCCC1C (stereo not given) | . | -0.1 | 53 | . | . | . | . | . | 1.2%[50 µM] | 1% | 4%
Cc1ccc2nc(SC(C)C(=O)N3CCCCC3)[nH]c2c1 (stereo not given) | 1.4% | -1.8 | 40 | 0.0% | -3% | i | 35 | 7% | 0.4% | -9% | 7%
Cc1nn(C)c(C)c1S(=O)(=O)N(CC(=O)NCCCN1CC(C)CC(C)C1)c1ccc(C(C)C)cc1 (stereo not given) | -1.0% | -0.7 | 49 | 0.4% | 5% | i | 48 | 5% | 0.0% | 22% | 3%
CCN1CCN(c2ccc(NC(=O)c3cc4ccccc4cc3OC)cc2C)CC1 | -2.2% | 5.8 | 59 | . | . | i | 47 | . | 1.4% | -3% | 6%
Cc1cc(C)n2nc(C(=O)NNC(=O)c3ccc(Cl)cc3)nc2n1 | -0.9% | 0.3 | 53 | 0.0% | 12% | i | 51 | 11% | -0.9%[50 µM] | -3% | 5%
O=C(NNc1ccccc1F)c1ccccc1 | . | 1.4 | 47 | 1.4% | -5% | i | 9 | 9% | 0.4% | -8% | -3%
Cc1ccnc(NC(=O)c2ccc(Cl)s2)c1 | 0.2% | -0.9 | 49 | 0.3% | -6% | i | 50 | 5% | 1.7% | 1% | 8%
O=C(N/N=C/c1ccc(Cl)cc1)Nc1ccccc1 | 1.9% | 1.1 | 74 | -0.6% | -10% | i | 23 | -2% | 0.7% | -4% | 5%
COC(=O)C1=C(C)N(C)C(C)=C(C(=O)OC)C1c1ccc(Cl)cc1 | 0.8% | 1.4 | 53 | 0.1% | -10% | i | 53 | 11% | -0.1% | -9% | 2%
O=C(/C=C/c1cccs1)Nc1ccc(N2CCOCC2)c(S(=O)(=O)Nc2cc(Cl)ccc2Cl)c1 | 14% | 6.3 | 52 | -0.9% | -4% | i | 10 | 11% | 0.4%[50 µM] | -11% | -3%
COc1ccccc1N1CCN(C(=O)c2ccc(Br)s2)CC1 | -0.5% | 0.1 | 49 | 0.9% | -5% | i | 24 | 0% | 0.0% | -3% | 20%
Cc1cccc(CN2CCN(CC(=O)NCCCN3CCN(c4ccc(F)cc4)CC3)C2=O)c1 | . | 1.2 | 71 | -1.0% | 5% | i | 38 | 6% | 2.5% | -4% | 1%
O=C1CN(C(=O)c2ccccc2F)C(c2ccc(F)cc2)c2cc(F)ccc2N1 (stereo not given) | 2.8% | 0.0 | 89 | -0.2% | -2% | i | 62 | 7% | 0.1% | -5% | 8%
S=c1nc(-c2ccccc2)n(-c2ccccc2)[nH]1 | -0.4% | 0.3 | 36 | 0.0% | -5% | i | 12 | 13% | 0.2% | -1% | 14%
COC(=O)c1ccc(C2NC(=O)NC(C)=C2C(=O)N(C)C)cc1 (stereo not given) | 1.6% | -0.9 | 40 | 0.6% | 11% | i | 31 | 5% | 0.6% | -6% | 10%
CCN(C(=O)COC(=O)c1ccc(=O)n(Cc2ccccc2)n1)C1CCS(=O)(=O)C1 (stereo not given) | . | -0.4 | 61 | . | . | . | . | . | 0.6%[50 µM] | 0% | 2%
Cc1ccc(S(=O)(=O)N2CCCC2CNC(=O)C(=O)Nc2ccc(F)cc2F)cc1 (stereo not given) | 4.9% | -0.3 | 64 | . | 5% | i | 42 | 25% | -0.3%[50 µM] | 2% | 4%
Oc1ccc(C[C@H]2CNCCN2CC2CCCCC2)cc1 | -3.0% | 2.2 | 92 | . | -5% | i | 35 | 22% | 1.4% | -4% | 9%
C[C@@]12C(=O)Nc3ccc(Cl)cc3C(=O)N1[C@H]1c3ccccc3OC[C@@H]1[C@@H]2c1ccccc1 | 5.3% | 3.0 | 84 | . | . | i | 12 | 0% | 2.0% | -1% | 8%
